Mtb RmlCD inh – M. tuberculosis RmlC/RmlD coupled enzyme inhibitors, primary screen, biochemical, compound mixtures, 384-well, from 1536-well plates. inhibition, % at 3.6 µM. AID 1533, 2009. dTDP-4-dehydrorhamnose reductase (Mycobacterium tuberculosis (strain ATCC 25618 / H37Rv)) …. actives 0.03% (n = 160,000). RmlC+RmlD coupled enzyme assay, percent inhibition; primary screen in compound mixtures; in the data active = inhibition mostly above about 34%, no sharp cut-off; note: some results filed as inactive read as strong as hits
Target sequence (P9WH09 whole entry, looked up): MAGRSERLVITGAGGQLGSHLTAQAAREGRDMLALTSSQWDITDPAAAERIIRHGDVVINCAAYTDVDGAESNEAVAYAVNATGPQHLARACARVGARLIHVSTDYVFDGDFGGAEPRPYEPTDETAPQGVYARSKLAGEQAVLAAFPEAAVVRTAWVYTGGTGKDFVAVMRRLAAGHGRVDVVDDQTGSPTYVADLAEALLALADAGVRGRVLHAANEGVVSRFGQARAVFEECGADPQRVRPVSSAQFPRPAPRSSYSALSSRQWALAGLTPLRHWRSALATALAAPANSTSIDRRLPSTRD
Target sequence (P9WH11 whole entry, looked up): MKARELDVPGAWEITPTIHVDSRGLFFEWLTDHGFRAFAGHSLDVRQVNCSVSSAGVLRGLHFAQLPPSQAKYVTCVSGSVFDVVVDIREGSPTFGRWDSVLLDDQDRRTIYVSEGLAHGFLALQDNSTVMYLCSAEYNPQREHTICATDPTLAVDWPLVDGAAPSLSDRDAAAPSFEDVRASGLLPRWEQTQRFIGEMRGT
GlmU inhibition – inhibition of mycobacterial GlmU enzyme – biochemical, glucosamine-1-phosphate acetyltransferase (AID 1376). Bifunctional protein GlmU (Mycobacterium tuberculosis (strain ATCC 25618 / H37Rv)). M. tuberculosis GlmU acetyltransferase enzyme assay; higher % means a stronger effect. inhibition, %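 (tested at 30 µM in the primary screen)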; hits with a dose series show IC50 in µM. actives 0.25% (n = 220,000); in the data active = inhibition above about 13%;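 note: 0% = complete reaction with vehicle and 100% = reaction without substrate; strong numbers were not always called active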
Numbers without * were called inactive; . = no result given. These rows are one share of the data; count on the stated rates, not on these rows.

no.	Molecule	Mtb RmlCD inh	GlmU inhibition
1	CCCCn1c(=O)[nH]c(=O)c2c(C(=O)OCC)cc(-c3ccc(OC(F)F)cc3)nc21	10.2	2.4%
2	N#Cc1cnn2ccc(-c3ccc4c(c3)CCC4)nc12	7.6	-0.8%
3	CCOC(=O)c1c(C)c(C(=O)NCc2cccnc2)c(C)n1C	12.8	0.7%
4	CCOC(C(=O)OCC(O)CN(CC)CC)(c1ccccc1)c1ccccc1 (configuration not stated)	.	3.4%
5	Cc1sc2ncnc(SCC#N)c2c1C	.	-0.8%
6	Cn1nnnc1SCC(=O)N1CCN(S(=O)(=O)c2ccc(Cl)cc2)CC1	88.2	-0.2%
7	O=C(Nc1ccccn1)c1cc(-c2cccc(Cl)c2)nc2ccccc12	-4.2	-5.0%
8	COc1ccc(Cc2c3cc(OC)c(OC)cc3cc[n+]2C)cc1OC	.	4.6%
9	CCN(CC)S(=O)(=O)c1ccc(N(C)CCc2ccc(OC)c(OC)c2)nc1	13.2	1.3%
10	Cc1cccc(OCC(O)CN2C(C)(C)CC(O)CC2(C)C)c1C (configuration not stated)	3.6	2.5%
11	CC1CCC(N2CCN(c3ncccn3)CC2)C1 (configuration not stated)	9.2	-2.0%
12	O=C(NCC1CCCO1)c1cc(C(=O)C2CCCCC2)c[nH]1 (configuration not stated)	-5.4	2.0%
13	CC(=O)CC(c1ccccc1[N+](=O)[O-])c1c(O)c2ccccc2oc1=O (configuration not stated)	-9.1	-4.1%
14	C/C(=N\NC(=O)c1nnn(-c2nonc2N)c1COc1ccc(F)cc1)c1ccc(Cl)cc1	-1.4	-1.4%
15	COC(=O)c1ccccc1NC(=S)NC(C)=O	9.6	-1.4%
16	O=C(O)c1ccc(-c2nc(-c3ccccc3)c(-c3ccccc3)[nH]2)cc1	0.5	3.7%
17	Cc1nc(N/N=C/c2ccccn2)sc1C	-9.4	-2.5%
18	COc1ccc(CC2(CO)CCN(Cc3cnc(-c4ccccc4C)nc3)CC2)cc1	7.2	-5.3%
19	O=S(=O)(c1ccc(Oc2ccc(S(=O)(=O)N(CCO)CCO)cc2)cc1)N(CCO)CCO	9.6	-3.4%
20	COc1ccc(CC(=O)NC(C)(C)CC(C)=O)cc1OC	.	-4.3%
21	Cc1ccc(S(=O)(=O)Cc2ccc(C(=O)NCCCN3CCN(C)CC3)o2)cc1	-1.9	6.0%
22	CCCC(=O)Nc1ccc(N2CCN(C(=O)CCC)CC2)cc1	.	-6.1%
23	CCCCc1ccc(NC(=S)NCCCN2CCOCC2)cc1	-9.0	2.8%
24	O=S(=O)(c1ccccc1)c1nc(-c2ccco2)oc1N1CCOCC1	2.5	1.4%
25	CCOC(=O)c1nc(C)c(C(C)=O)s1	.	6.9%
26	Cc1cc(C2=NNC(=Nc3ccc(S(=O)(=O)N4CCOCC4)cc3)SC2)c(C)n1C	5.0	0.9%
27	Cc1noc(C)c1S(=O)(=O)N1CCN(Cc2ccc3c(c2)OCO3)CC1	8.1	-1.8%
28	O=C(Nc1ccc(F)c([N+](=O)[O-])c1)c1cccs1	4.7	-5.9%
29	Cc1cc(C)c(S(=O)(=O)NNC(=O)C2CCN(Cc3ccccc3)CC2)c(C)c1	.	1.7%
30	CCCCS(=O)c1snnc1C (configuration not stated)	.	6.2%
31	Cc1n[nH]c(C)c1N=Nc1cc(Cl)ccc1Cl	.	4.3%
32	Cc1c(CC(=O)O)c(=O)oc2cc(OCc3nn[nH]n3)ccc12	.	-2.2%
33	[O-][n+]1ccc(C2CC2)cc1	-5.1	-2.5%
34	CCC(=O)NCCc1nc2cc(NC(=O)c3cccs3)ccc2n1C	2.3	2.2%
35	O=C(O)c1ccc(CSc2nc(-c3ccccc3)cc(C(F)(F)F)n2)cc1	-0.3	7.3%
36	CC(=O)Nc1ccc(-c2csc(Nc3cccc(C)n3)n2)cc1	.	1.6%
37	COc1cccc(/C=N/n2c(=O)[nH]c3ccccc32)c1OC	-8.0	0.9%
38	O=C(NC(=S)Nc1ccc(O)cc1)c1ccccc1Cl	-7.6	2.4%
39	O=C1CN(C(=O)COC(=O)/C=C/c2ccco2)c2ccccc2N1	.	-1.1%
40	CCSc1nnc(NC(=O)CSc2nc3c(c(=O)n2-c2ccccc2OC)SCC3)s1	.	10.1%
41	Cc1cc(/C=C(\C#N)C(=O)O)c(C)n1C1CC1	2.3	2.3%
42	O=C(O)CSCC(=O)c1ccccc1	8.1	-3.9%
43	COc1cc(C2NCCc3c2[nH]c2ccccc32)ccc1OC(C)C (configuration not stated)	-10.6	-0.5%
44	Cc1ccccc1N1C(=O)CC(Sc2nnc(-c3ccccc3)o2)C1=O (configuration not stated)	0.3	4.4%
45	O=C(Nc1ccc([N+](=O)[O-])cc1)Nc1ccc2c(c1)OCCO2	-10.2	1.1%
46	CCN(c1cccc(C)c1)S(=O)(=O)c1ccc2c3c(cccc13)C(=O)N2	.	-4.5%
47	O=C(Nc1ccc2c(c1)OCO2)c1c(F)c(F)c(F)c(F)c1F	.	-5.1%
48	COc1cc(Cl)c(S(=O)(=O)N2CCCC2)cc1Cl	2.0	-5.0%
49	COc1ccc(C(O)P(=O)(OCC(C)C)OCC(C)C)c(OC)c1 (configuration not stated)	-2.0	1.8%
50	CCc1cccc(NC(=S)Nc2ccc(CN3CCOCC3)cc2)c1	.	-3.1%

Further records
no.	Molecule	Mtb RmlCD inh	GlmU inhibition
51	CS(=O)(=O)N1CCN(c2ccc(NC(=S)NC(=O)c3cccs3)cc2)CC1	-1.0	2.9%
52	O=C(CSc1ccccn1)N/N=C/c1cccc([N+](=O)[O-])c1	-6.6	-1.9%
53	COc1ccccc1OC(C)C(=O)NNC(=S)NC1CCCC1 (configuration not stated)	7.2	-3.4%
54	CCCS(=O)(=O)c1nc(S(=O)(=O)c2ccc(C)cc2)c(NCCCN(C)C)s1	15.9	-7.0%
55	Cc1nn(-c2ccccc2)c(Cl)c1/C=C1\SC(=S)N(CCCCCC(=O)O)C1=O	12.8	3.7%
56	O=C(COC(=O)c1ccccn1)Nc1cccc(Cl)c1	.	6.6%
57	Cc1noc(C)c1COC(=O)C1CCN(C(=O)c2ccc(Cl)cc2)CC1	.	3.1%
58	COCCNC(=O)C(c1ccco1)N(C(=O)Cn1nnc2ccccc21)c1cccc(C)c1C (configuration not stated)	.	0.5%
59	O=C(COc1ccccc1)NCCSc1ccccc1	.	-5.2%
60	Fc1ccc(Nc2c(-c3ccco3)nc3ccccn23)cc1	-8.1	3.9%

Quoted at random: 2 entries already listed
no.	Molecule	Mtb RmlCD inh	GlmU inhibition
10	Cc1cccc(OCC(O)CN2C(C)(C)CC(O)CC2(C)C)c1C (configuration not stated)	3.6	2.5%
11	CC1CCC(N2CCN(c3ncccn3)CC2)C1 (configuration not stated)	9.2	-2.0%

Continued.
no.	Molecule	Mtb RmlCD inh	GlmU inhibition
61	CCOc1ccc(Br)cc1S(=O)(=O)Nc1nc(CN2CCOCC2)nc2sc(C)c(C)c12	.	4.9%
62	O=S(=O)(Nc1ccc2c(c1)OCCO2)c1ccc(F)cc1	.	3.1%
63	Cc1onc(-c2ccccc2)c1C(=O)Nc1ccccc1N1CCOCC1	26.2	4.5%
64	CCO[C@@H]1OC(C(=O)N2CCN(Cc3ccc4c(c3)OCO4)CC2)=C[C@H](C)[C@H]1CCCO	.	2.0%
65	Cc1cccc(OCC(=O)Nc2ccc(C(=O)c3ccc(C(=O)O)cc3)cc2)c1	9.2	6.9%
66	O=C1NC(=S)S/C1=C\c1ccc(SCc2ccccc2)o1	2.7	68.3%*
67	CSCCC(Nc1ncnc2ccc(Br)cc12)C(=O)O (configuration not stated)	.	-2.6%
68	C/C=C/C(=O)Nc1cccc(C(F)(F)F)c1	.	-2.2%
69	Cn1cc(C(=O)c2ccc(Cl)cc2Cl)cc1C(=O)N/N=C(\N)COc1ccc(Cl)cc1	-7.3	1.7%
70	Cc1c(O)ccoc1=O	6.0	3.3%
71	CCc1noc(C)c1C(=O)Nc1nc(-c2cc(C)ccc2C)c(C)s1	-8.0	-4.3%
72	CN1C=CC=C/C1=C1\SC(=S)N(N)C1=O	10.1	-5.4%
73	CCOC(=O)c1ccc(NC(=O)CSc2ncccn2)cc1	.	-3.9%
74	O=C(O)c1ccc(-c2cccc(Cl)c2)o1	.	-3.1%
75	Cc1nc2sc(C(=O)c3ccccc3)c(N)c2c2c1CCCC2	8.8	-7.1%
76	CCOc1ccccc1C(=O)NC1CCN(Cc2nnnn2C2CCCC2)CC1	-5.0	-1.2%
77	COc1ccc(C(=O)NNC(=O)C(C)NC(=O)c2ccccc2NC(=O)c2ccco2)cc1 (configuration not stated)	3.1	5.6%
78	O=C(Nc1ccc(N2CCN(C(=O)c3ccccc3)CC2)cc1)c1ccc2c(c1)OCO2	.	3.7%
79	Cc1cccc(NC(=O)C2CC(=O)N/C(=N/N=C/c3ccco3)S2)c1 (configuration not stated)	3.5	-7.0%
80	COC(=O)c1c(NC(=S)Nc2ccccc2Cl)sc(C)c1C	7.1	-0.8%
81	CN1CCN(C(=S)NC(=O)/C=C/c2ccccc2)CC1	.	7.5%
82	CCN(CC)C(=O)CSc1nnc2nnc3cc(OC)ccc3n12	-9.7	0.3%
83	COc1cc(OC)c2ccc(=O)oc2c1C(CCN1CCCC(C)C1)c1ccc(N(C)C)cc1 (configuration not stated)	-2.4	2.3%
84	O=C(NCc1ccccn1)Nc1cccc(Cl)c1	9.7	-3.1%
85	CN1CCC(N(C)C(=O)c2sc3cc(F)ccc3c2Cl)CC1	35.8	-4.8%
86	COc1ccc(C(C#N)N2N=C(C)CC2(C)C)cc1OC (configuration not stated)	7.8	-3.4%
87	Cc1nc(CN(C)C(=O)c2cc(COc3c(F)cccc3F)on2)cs1	4.4	1.2%
88	Brc1ccc2nc(-c3cccs3)c(NCC3CCCO3)n2c1 (configuration not stated)	1.6	-2.7%
89	COc1ccc(CNC(=O)c2cc3c(=O)[nH]c4ccccc4c3n2C)cc1	2.4	0.6%
90	O=C(O)C1CCCCC1C(=O)NCc1cn2ccccc2n1 (configuration not stated)	17.1	-0.3%

Of the compounds above, three contain bromine.
no.	Molecule	Mtb RmlCD inh	GlmU inhibition
61	CCOc1ccc(Br)cc1S(=O)(=O)Nc1nc(CN2CCOCC2)nc2sc(C)c(C)c12	.	4.9%
67	CSCCC(Nc1ncnc2ccc(Br)cc12)C(=O)O (configuration not stated)	.	-2.6%
88	Brc1ccc2nc(-c3cccs3)c(NCC3CCCO3)n2c1 (configuration not stated)	1.6	-2.7%

Further entries follow:
no.	Molecule	Mtb RmlCD inh	GlmU inhibition
91	Nc1c(C(=O)Nc2ccc(S(=O)(=O)N3CCCC3)cc2)sc2nc3ccc(OC(F)(F)F)cc3cc12	.	0.9%
92	CC(C)C(NC(=O)COc1ccc2ccccc2c1)C(=O)N/N=C/C=C/c1ccccc1 (configuration not stated)	.	0.6%
93	OC(Cn1ccnc1)c1ccc(Cl)cc1Cl (configuration not stated)	10.9	16.1%
94	Cc1cc2nc(C)n3c4ccccc4nc3n2n1	.	4.2%
95	CN(C)/C=N/C(=S)Nc1ccccc1	8.0	-1.1%
96	COC(=O)c1cc(NC(=O)c2c(F)c(F)c(F)c(F)c2F)cc(C(=O)OC)c1	-13.9	2.9%
97	COC(=O)c1ccc(NC(=S)N(Cc2cccnc2)Cc2ccco2)cc1	46.2	0.3%
98	Cc1cc(N2CCOCC2)nc(C(C)C)n1	8.1	5.2%
99	Cc1cc(Nc2ccc(N3CCC(C)CC3)cc2)n2ncnc2n1	-3.8	-1.1%
100	C(=N\Nc1ccccc1)/c1ccc(N2CCOCC2)cc1	10.0	-2.3%
101	Cc1ccc(-c2nnn(CC(=O)N(Cc3cccs3)C(C(=O)NC(C)(C)C)c3ccc(C)o3)n2)o1 (configuration not stated)	-2.8	-0.1%
102	NC(N)=NCCCc1cn(CC(=O)N2CCNCC2)nn1	.	1.2%
103	CC(C)c1nc(SCC(=O)NCc2ccc3c(c2)OCO3)c2c(=O)n(C)c(=O)n(C)c2n1	.	-2.6%
104	Cc1ccc(C(=O)COc2nc(C)nc3ccccc23)cc1	-1.2	1.8%
105	CCC(=O)N/N=C(\C)CC(=O)Nc1ccc2c(c1)OCCO2	9.0	5.5%
106	COc1cc(NC(=O)C2COc3ccccc3O2)c(OC)cc1Cl (configuration not stated)	-3.6	-5.3%
107	O=S(=O)(Nc1nc2c(s1)CCCC2)c1ccc(Br)cc1	.	-2.4%
108	COc1cccc(NC(=O)CCSc2ccc3ccccc3n2)c1	.	-2.8%
109	CCC1CCCCN1C(=O)CSc1nc2c(cnn2-c2ccc(C)cc2)c(=O)[nH]1 (configuration not stated)	.	0.8%
110	COc1ccc(-c2nc(CSCC(=O)NCc3ccc4c(c3)OCO4)c(C)o2)cc1OC	6.7	0.8%
111	O=C(COC(=O)c1cc(-c2cccs2)nn1-c1ccccc1)Nc1ccc(F)c([N+](=O)[O-])c1	.	-2.5%
112	Cc1cc(C)cc(NC(=O)CCNS(=O)(=O)c2ccc3c(c2)oc(=O)n3C)c1	-13.2	3.7%
113	Cc1ccc(NC(=O)CN2C(=O)S/C(=C\c3ccc(-c4cccc(C(=O)O)c4C)o3)C2=O)cc1	.	3.0%
114	CC(C)CCNC(=O)COC(=O)/C=C/c1ccc2ccccc2n1	-13.6	-3.1%
115	N#Cc1sc(NCc2ccccc2)nc1Cl	.	-0.6%
116	Cc1ccc(C)c(NC(=O)CS(=O)(=O)c2c[nH]c3ccccc23)c1	20.1	2.5%
117	S=C(c1cn(Cc2ccc(Br)cc2)c2ccccc12)N1CCOCC1	.	-1.0%
118	O=C(Oc1ccc(OC(=O)C2CCC2)cc1)C1CCC1	5.7	-0.4%
119	O=C(NC1CCCCC1)N1CCc2[nH]c3ccccc3c2C1	.	2.6%
120	COc1ccc(/C=N/N=C2/NC(=O)C(CC(=O)O)S2)cc1OCc1ccccc1Cl (configuration not stated)	.	4.1%
